# Pf growth 96h = P. falciparum growth inhibition at 96 hours | P. falciparum luciferase reporter growth, 96 h | Potency, µM (top dose mostly 28.7 µM), inactives show at the top dose activity change, negative = inhibition, hits mostly inhibitors | actives 6.9% (n = 320,000); note: potency is the fitted concentration of half-maximal effect; % is set by controls: 0 for no effect and ±100 for the full control effect
#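 Parasite growth measured via integrated firefly luciferase reporter in P. falciparum. Infected erythrocytes at 2% hematocrit, 0.05% parasitemia final were treated 96 hours at 37 C under 5% CO2, and luminescence was read.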
# FBPA Giardia inh = blocks Giardia fructose-bisphosphate aldolase activity; purified Giardia FBPA; Potency, µM (doses to about 59.6 µM), for the others: at the top dose activity, negative = inhibition, actives largely listed as inhibitors; actives 0.71% (n = 290,000); AID 2451; note: potency is the fitted concentration of half-maximal effect; % is set by controls: 0 for no effect and ±100 for the full control effect; nearly all actives have a fitted effect of over 55% in size
# Target sequence (A8B2U2 whole entry, looked up): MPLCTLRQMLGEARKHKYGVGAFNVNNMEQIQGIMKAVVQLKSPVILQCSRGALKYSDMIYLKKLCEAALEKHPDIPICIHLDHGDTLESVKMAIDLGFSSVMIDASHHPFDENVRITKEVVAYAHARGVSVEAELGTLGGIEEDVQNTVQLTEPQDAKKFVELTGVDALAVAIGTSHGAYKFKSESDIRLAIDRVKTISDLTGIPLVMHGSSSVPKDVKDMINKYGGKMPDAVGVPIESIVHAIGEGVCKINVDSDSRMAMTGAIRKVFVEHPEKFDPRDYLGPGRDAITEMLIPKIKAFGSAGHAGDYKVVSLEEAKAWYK
#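 40 nM FBPA preincubated 10 min at RT with compound (up to 57.5 uM final), then substrate plus GAPDH/TPI/NAD/arsenate coupling and diaphorase/resazurin added. Fluorescence read after 20 min at RT, 525/598 nm.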
# Pf growth 48h = P. falciparum growth inhibition at 48 hours (one generation) | P. falciparum luciferase growth in erythrocytes, 48 h | Potency, µM (doses to about 28.7 µM), for the others: at the highest dose activity change, negative = inhibition, actives largely listed as inhibitors | actives 5.9% (n = 310,000); note: potency is the fitted concentration of half-maximal effect; % is set by controls: 0 for no effect and ±100 for the full control effect
#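 Firefly luciferase activity from engineered P. falciparum reports growth; inhibitors lower the luminescent signal. Cultures contained 2% hematocrit erythrocytes at 0.1% final parasitemia.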
# Cycloheximide cs = affects cycloheximide protein synthesis inhibition readout, counter-screen | AID 2314 | max response, % | cell reporter, cycloheximide protein synthesis inhibition counterscreen | actives 12% (n = 300,000); in the data active = max response mostly above about 13%, no sharp cut-off; inactive = mostly below about 14%; note: read at 38.3 µM for the half of the compounds with a filed dose; 0% is about no effect
# Sm TGR inh = S. mansoni TGR enzyme inhibition; Q962Y6; Potency, µM (doses to about 114 µM), for the others: top-dose activity change, negative = inhibition, usual class: inhibitors; purified TGR, DTNB reduction, TNB absorbance 405 nm; AID 485364; actives 3% (n = 360,000); note: potency is the fitted concentration of half-maximal effect; % is set by controls: 0 for no effect and ±100 for the full control effect; nearly all actives have a fitted effect of over 60% in size
#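 Kinetic colorimetric format: TGR-catalysed, NADPH-driven DTNB reduction monitored via TNB absorbance. Enzyme dispensed at 20 nM; compound exposure 15 min at room temperature before reaction start.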
# Shiga toxin inh = inhibitors of Shiga toxin in Vero cells; Vero cells, Shiga toxin protein synthesis inhibition reporter; actives 9.2% (n = 290,000); inhibition, % at 38.7 µM; in the data active = inhibition mostly above about 28%, no sharp cut-off; inactive = mostly below about 43%; note: 0% is about no effect
# Active calls of the source: *; ? = inconclusive; nt = no result given; [ ] = another dose, or the depositor's remark. Unless noted, calls come from the whole dose curve; as a rule, active = well fitted curve in the direction sought with a large enough effect; inconclusive = small, poorly fitted or top-dose-only effect, or another doubt; inactive = no such curve, though single readings can be large; an effect the other way counts as inactive or inconclusive.
SMILES,Pf growth 96h,FBPA Giardia inh,Pf growth 48h,Cycloheximide cs,Sm TGR inh,Shiga toxin inh
COc1ccccc1CNc1ncccn1,2.1%,17.8µM*,0.4%,1.8,-15.6%,2.1
CC(C)c1ccccc1NC(=O)Cn1c(-c2ccccc2Cl)nc2ccccc21,-28.3%,-1.9%,-9.0%,3.2,-0.7%,9.6
CON/C=C(\C=Nc1ccc(Cl)cc1Cl)c1ncc(C(F)(F)F)cc1Cl,34.8%[activator],-4.1%,-8.7%,15.8,3.4%,0.9
O=C(N/N=C1\CCc2ccccc21)c1ccncc1,67.3%[activator],0.8%,128.6%[activator],46.2*,-9.6%,56.0*
CS(=O)(=O)Nc1ccc(C(=O)NCCSCc2ccco2)cc1,nt,0.9%,11.7%,-2.4,?,50.5
CCOC(=O)C(CCCCCOc1ccc([N+](=O)[O-])cc1)C(=O)OCC,115.6%[activator],0.0%,-19.7%,-0.6,-23.8%,4.4
CC(C)C(NC(=O)c1ccc(Cl)cc1)C(=O)NCC1CCCO1 (stereo unspecified),22.0%,3.6%,3.8%,-4.6,0.2%,-3.8
C#CCn1c(S(=O)(=O)Cc2ccc(F)cc2)nc(-c2ccccc2)c1-c1ccccc1,8.28µM*,-3.9%,?,1.4,-1.5%,-6.1
CCOc1ccc(-c2c(C)n([O-])c3c([n+]2=O)CCCC3)cc1,nt,4.0%,-24.0%,-5.1,4.9%,-7.9
COc1ccc(-c2csc(NC3OC(=O)c4ccccc43)n2)cc1 (stereo unspecified),?,-1.7%,?,20.0*,5.62µM*,41.6*
CC1C(=O)Nc2ccccc2N1C(=O)c1ccc(Cl)cc1 (stereo unspecified),27.1%,2.9%,13.8%,-2.5,-9.0%,0.8
COc1ccc(/C=N/n2nnnc2N)c(OC)c1,91.6%[activator],6.2%,59.0%[activator],22.8*,-10.2%,28.4*
Cn1c(=NC(=O)c2cnccn2)sc2ccccc21,11.7µM*,-9.7%,nt,26.0*,-14.9%[11.4 µM],48.7*
CNC(=O)c1c(NC(=O)CCS(=O)(=O)c2ccc(C)cc2)sc(C)c1C,22.2%,nt,-25.5%,nt,-2.3%,nt
CN(C)S(=O)(=O)n1cc(/C=C(\NC(=O)c2ccccc2Cl)C(=O)N2CCCC2)c2ccccc21,-17.1%,6.9%,?,-3.4,-21.6%,-7.6
CC(CCN1CCN=C1N(C)C)c1ccccc1 (stereo unspecified),0.0%,nt,-8.9%,nt,0.2%,nt
Cc1cccc(C(=O)NC(=S)NNC(=O)COc2ccc(Cl)cc2)c1,1.5%,20.2%,-1.8%,1.1,nt,-16.5
Nc1nonc1-n1nnc(C(=O)N/N=C/c2ccccc2Cl)c1-c1ccc2c(c1)OCO2,0.657µM*,nt,2.94µM*,3.1,-6.5%,0.9
CCOc1ccc(NC(=O)C2C3C=CC4(O3)C2C(=O)N(Cc2cccnc2)C4C(=O)NC2CCCCC2)cc1 (stereo unspecified),?,-6.3%,-26.6%,-8.9,-0.2%,-3.2
CCN1CCN(S(=O)(=O)c2ccc(OC)c(Br)c2)CC1,?,0.7%,-1.0%,-3.2,-8.0%,-3.9
C[N+]12CCC(CC1)[C@@H](OC(=O)C(O)(c1ccccc1)c1ccccc1)C2,-12.9%[12.8 µM],-0.1%[21.7 µM],-2.8%[12.8 µM],nt,nt,nt
N#C/C(=N\Nc1ccc(S(=O)(=O)N2CCOCC2)cc1)C(N)=S,?,?,14.7µM*,-1.1,0.8%,1.0
Brc1ccc(Oc2nnnn2-c2ccccc2)cc1,6.1%,0.1%,nt,7.5,3.5%,26.6
COC(=O)c1ccc(COC(=O)CNC(=O)CNC(=O)c2ccc(C)cc2)cc1,-2.0%,5.7%,0.8%,9.5,-11.6%,-8.8
COc1ccccc1N(C)S(=O)(=O)c1ccc(C)c(C(=O)N2CCCCCC2)c1,?,nt,?,nt,-16.1%,nt
O=[N+]([O-])c1cc(Cl)ccc1-c1nc(-c2ccncc2)no1,-25.3%,2.4%,?,19.5,4.1%,42.2*
COc1cccc(NC(=O)/C=C/c2ccc(S(=O)(=O)N3CCOCC3)cc2)c1,10.4µM*,nt,?,nt,0.6%,nt
COc1ccc2c(c1)CCN=C2Cc1ccc(OC)c(OC)c1,13.1µM*,-29.8%,?,-3.0,-17.1%,-2.9
Cc1c(NC(=O)CSCc2ccco2)c(=O)n(-c2ccccc2)n1C,39.5%[activator],-4.4%,34.9%[activator],3.9,?,-6.7
CCCCN(CC(=O)NCCOC)C(=O)Cn1nnc2ccccc21,-17.7%,4.9%,19.1%,-3.8,-3.3%,-20.6
CC(=O)Nc1ccc(/C(C)=N/NC(=O)c2ccccc2Cl)cc1,-28.6%,-0.4%,15.0%,29.1*,3.0%,50.1*
CS(=O)(=O)c1ccc2nc(NC(=O)CN3CCOCC3)sc2c1,-9.2%,4.47µM*,6.2%,-0.8,-0.3%,nt
CCCc1c(C)[nH]c2ccccc2c1=O,?,-2.0%,nt,-3.6,-5.4%,-11.1
COC(=O)C(C)Sc1snnc1-c1ccccc1 (stereo unspecified),24.0%,-3.3%,nt,2.6,-10.3%,10.3
CC12CCC(C(=O)NNC(=O)c3ccc(Br)cc3)(OC1=O)C2(C)C (stereo unspecified),-9.4%,nt,-8.2%,9.9,3.2%,-4.7
CCN(CC)C(=O)COC(=O)C1CCN(S(=O)(=O)c2ccc3c(c2)OCCO3)CC1,5.8%,nt,-8.8%,nt,-3.0%,nt
CCCc1cc2c(cc1NC(=O)c1ccccc1F)OCO2,9.5%,-5.3%,9.0%,-0.8,-1.3%,-6.0
CCOC(=O)N1CCC(NC2CCCCCCC2)CC1,-29.6%,16.6%,1.2%,10.5,-2.4%,2.8
CC(=O)N(C)c1ccc(OCC(O)CN(c2ccccc2C)S(=O)(=O)c2ccc(C)cc2)cc1 (stereo unspecified),2.94µM*,nt,13.1µM*,-2.4,-2.9%,21.5
C=CCN1C(=O)/C(=C\c2cc(Br)c(OCc3ccccn3)c(OC)c2)SC1=S,?,3.7%,7.5%,-2.6,3.7%,-1.9
Cc1c(P(=S)(c2ccccc2)c2ccccc2)[n+]2ccccc2n1C,-27.0%,-0.1%,?,0.6,58.5%[activator],31.2
Cc1c(-n2c(SC(C)C(=O)NC(N)=O)nc3ccccc3c2=O)c(=O)n(-c2ccccc2)n1C (stereo unspecified),-13.2%,6.6%,-10.0%,-2.5,3.5%,2.1
Cc1oc2nc(SCC(=O)N3CCCCC3)nc(N)c2c1C,24.0%,0.0%,49.6%[activator],1.1,-24.3%,-1.1
COCCCNC(=O)Cn1cc2c(n1)CCCCC2,8.2%,-0.1%,34.6%[activator],3.2,7.1%,14.2
O=C(Nc1cnn(Cc2ccc(Cl)cc2)c1)c1ccc([N+](=O)[O-])cc1,?,-8.3%,?,-2.1,7.1%,-13.0
O=C(O)CCc1nc(-c2ccccc2Cl)no1,?,6.6%,?,7.1,-4.2%,32.1
CC(O)c1cccc(NC(=O)CCC(=O)O)c1 (stereo unspecified),25.0%,0.2%,4.4%,-3.3,4.9%,-14.8
CCNC(=S)N1N=C2c3ccccc3CCC2C1c1ccc(F)cc1 (stereo unspecified),2.62µM*,-5.6%,7.38µM*,-3.1,5.1%,15.0
C[C@@]12C(=O)N(c3cccc(F)c3)C(=O)N1[C@H](c1ccc(F)cc1)[C@@H]1C(=O)N(C3CCCCC3)C(=O)[C@@H]12,-15.6%,9.0%,?,-2.4,-16.0%,-5.9
COc1ccc2c(C(=O)CN3CCN(c4ccccc4)CC3)c[nH]c2c1,2.6%,1.1%,nt,-6.3,1.2%,-21.5
CC(C)(CNS(=O)(=O)c1ccc(F)cc1)CNS(=O)(=O)c1ccc(F)cc1,111.6%[activator],-1.5%,-0.6%,-2.7,-7.6%,-10.7
CCOc1ccccc1NC(=O)C1CCCN1C(=O)c1cccs1 (stereo unspecified),-28.8%,nt,10.6%,nt,?,nt
COc1ccc(CNCCC(c2ccc(OC(C)C)cc2)C(C)C)cc1OC (stereo unspecified),?,3.3%,?,-3.5,13.8%,-11.3
COc1ccc(-c2cc(C(=O)NC(Cc3c[nH]c4ccccc34)C(=O)O)c(C)o2)cc1OC (stereo unspecified),-28.9%,-17.0%,36.3%[activator],32.9*,?,29.3*
O=C1OC(c2cccs2)=N/C1=C\c1ccc(-c2ccccc2Cl)o1,24.8%,11.5%,26.9%,-0.4,?,-2.4
Cc1cc2c(cc1C)NC(c1cccnc1)C1=C(CC(C)(C)CC1=O)N2 (stereo unspecified),nt,-1.8%,-18.5%,8.3,3.8%,18.1
CCN1CCN(S(=O)(=O)c2ccc(Cl)c(C(=O)NC(C)c3ccccc3Cl)c2)CC1 (stereo unspecified),4.7%,nt,-12.1%,nt,-9.6%,nt
COc1ccc(N2CCN(C3CCCN(Cc4cccc(C)c4)C3)CC2)cc1 (stereo unspecified),0.0%,-10.2%,-14.7%,-0.3,2.8%,-5.2
Cc1ccc(N2C(=O)N(CC(=O)Nc3ccc(F)c(F)c3)C(=O)C2C)cc1 (stereo unspecified),3.5%,nt,41.3%[activator],nt,-10.5%,nt
CC(C)(C)NC(=O)NC(=O)CSc1nnc(COc2ccccc2Cl)o1,nt,-3.5%,24.5%,15.2*,1.7%,39.7

# Next structures follow.
SMILES,Pf growth 96h,FBPA Giardia inh,Pf growth 48h,Cycloheximide cs,Sm TGR inh,Shiga toxin inh
COCCOC1CCN(C(=O)C2CCC(=O)N(CCc3ccccc3)C2)CC1 (stereo unspecified),13.7%,nt,-6.3%,13.6,-3.5%,-1.9
CCCCC1=C([O-])C2N=CC=CC2=[N+](c2ccccn2)C1=O (stereo unspecified),-16.5%,3.2%,5.7%,-4.6,5.8%,-8.7
COc1ccc(C)cc1NC(=O)CSc1ccc(Cl)cc1,?,0.6%,-12.7%,2.4,1.8%,-3.9
CC1CCCN(CC(O)COc2ccc(-c3ccccc3)cc2)C1 (stereo unspecified),0.0%,7.6%,?,1.0,72.8%[activator],-4.8
O=C(O)C(Sc1ccncn1)c1ccccc1 (stereo unspecified),15.9%,3.4%,0.0%,1.6,-2.3%,-15.9
CCOc1ccc(OCC(=O)N2CCOCC2)cc1,8.4%,-4.3%,21.3%,14.5,-15.7%,25.3
Cc1cccc(NC(=O)c2ccc(S(=O)(=O)N3CC(C)OC(C)C3)cc2)n1 (stereo unspecified),-18.5%,nt,-9.0%,nt,1.7%,nt

# Taken from the listing for reference:
SMILES,Pf growth 96h,FBPA Giardia inh,Pf growth 48h,Cycloheximide cs,Sm TGR inh,Shiga toxin inh
Cc1cc2c(cc1C)NC(c1cccnc1)C1=C(CC(C)(C)CC1=O)N2 (stereo unspecified),nt,-1.8%,-18.5%,8.3,3.8%,18.1
CCN1CCN(S(=O)(=O)c2ccc(Cl)c(C(=O)NC(C)c3ccccc3Cl)c2)CC1 (stereo unspecified),4.7%,nt,-12.1%,nt,-9.6%,nt
COc1ccc(N2CCN(C3CCCN(Cc4cccc(C)c4)C3)CC2)cc1 (stereo unspecified),0.0%,-10.2%,-14.7%,-0.3,2.8%,-5.2
Cc1ccc(N2C(=O)N(CC(=O)Nc3ccc(F)c(F)c3)C(=O)C2C)cc1 (stereo unspecified),3.5%,nt,41.3%[activator],nt,-10.5%,nt
CC(C)(C)NC(=O)NC(=O)CSc1nnc(COc2ccccc2Cl)o1,nt,-3.5%,24.5%,15.2*,1.7%,39.7
COCCOC1CCN(C(=O)C2CCC(=O)N(CCc3ccccc3)C2)CC1 (stereo unspecified),13.7%,nt,-6.3%,13.6,-3.5%,-1.9
CCCCC1=C([O-])C2N=CC=CC2=[N+](c2ccccn2)C1=O (stereo unspecified),-16.5%,3.2%,5.7%,-4.6,5.8%,-8.7
COc1ccc(C)cc1NC(=O)CSc1ccc(Cl)cc1,?,0.6%,-12.7%,2.4,1.8%,-3.9
CC1CCCN(CC(O)COc2ccc(-c3ccccc3)cc2)C1 (stereo unspecified),0.0%,7.6%,?,1.0,72.8%[activator],-4.8

# From PubChem BioAssay
